Fluorescein fluor = compound autofluorescence in fluorescein spectral region | AID 593 | max fluorescein-equivalent concentration, M | Compound autofluorescence, 480/540 nm, fluorescein-equivalent; active compounds read high | hit rate 0.91% among 59,000; in the data active = max fluorescein-equivalent concentration above about 10 nM; inconclusive = between about 1.1 nM and that limit
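Fluorescein stocks ranging 3 mM down to 300 nM, plus DMSO blanks, were pinned alongside compounds to build a per-plate standard curve. Buffer: 100 mM Tris, pH 8.0. Incubation 15 min, room temperature; filters 480/540 nm.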
Texas Red fluor = compound fluoresces in the Texas Red spectral region. Compound fluorescence, Texas Red channel, 547/618 nm; active compounds read high. max dye-equivalent concentration, M. hit rate 0.06% among 59,000. AID 587; in the data active = max dye-equivalent concentration above about 10 nM; inconclusive = between about 1.1 nM and that limit
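Compound fluorescence was read after 15 min at room temperature in 100 mM Tris, pH 8.0, using 547 nm excitation and 618 nm emission across a concentration series. It was expressed as Texas Red dye-equivalent concentration from an on-plate standard curve.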
HBB splice mod = alters splicing of the hemoglobin beta chain | HBB splicing reporter cell assay, activation; EGFP reporter with mutant IVS2-654 intron; response scale: normalised to 500 nM splice-correcting PNA | hit rate 0.06% among 65,000 | Potency, µM (highest dose often 46.1 µM), for the others: at the highest dose activation, usual class: activators | AID 925; note: potency is the fitted concentration of half-maximal effect; 0% is about no effect
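Compounds were applied for 2 days to HeLa EGFP-654 cells, 500/well in Optimem with 2% FCS. The reporter's EGFP is disrupted by mis-splicing of beta-globin intron IVS2-654. Readout: summed well GFP fluorescence from 488 nm laser scanning; reference was 500 nM antisense […] 654 PNA.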
A350 autofl = A350 region autofluorescence | Compound autofluorescence, 340/450 nm, Alexa 350 dye-equivalents; active compounds read high | max dye-equivalent concentration, M | hit rate 11% among 59,000; in the data active = max dye-equivalent concentration above about 10 nM; inconclusive = mostly about 1.1 nM to 9.6 nM
Hsp90 Hop PPI = changes Hsp90-Hop TPR2A binding signal, up or down; AlphaScreen TPR2A-His6 binding biotin-Hsp90 C-terminal peptide; Potency, µM (series often up to 57 µM), inactives show at the highest dose activity change, negative = inhibition; hit rate 0.44% among 71,000; active = well fitted curve in either direction with a large enough effect; inconclusive = small, poorly fitted or top-dose-only effect, or another doubt; note: potency is the fitted concentration of half-maximal effect; % is set by controls: 0 for no effect and ±100 for the full control effect; many of its hits are not listed in these tables
ERK AVP inh = vasopressin-driven ERK pathway inhibition | HEK293-V1b, vasopressin-stimulated pERK AlphaScreen | Potency, µM (top dose mostly 57.5 µM), without a hit: at the top dose activity, negative = inhibition, actives largely listed as inhibitors | hit rate 0.99% among 72,000; note: potency is the fitted concentration of half-maximal effect; % is set by controls: 0 for no effect and ±100 for the full control effect; nearly all actives have a fitted effect of over 55% in size
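V1b-HEK293 cells; cpd 30 min 37C; 25 nM vasopressin 5 min; lyse 10 min; AlphaScreen beads 5 hr RT. Normalized to DMSO basal and 25 nM vasopressin; AC50 by Hill fit.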
4MU fluor = compound fluoresces in the 4-MU spectral region; compound autofluorescence, 340/450 nm, 4-MU equivalents; active compounds read high; max dye-equivalent concentration, M; hit rate 11% among 59,000; AID 589; in the data active = max dye-equivalent concentration above about 10 nM; inconclusive = mostly about 1.1 nM to 9.6 nM
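Compounds in 100 mM Tris, pH 8.0, sat 15 min at room temperature before fluorescence was read at 340 nm excitation/450 nm emission; a per-plate six-point 4-MU standard curve converted signals to dye-equivalent concentration at each compound concentration.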
GFP derepression = epigenetic modulators derepressing GFP locus in mouse cells | mouse C127i GFP locus derepression, cytometry, 30 h | hit rate 0.09% among 68,000 | Potency, µM (doses to about 46.1 µM), inactives show top-dose GFP derepression (activation); note: % of control where 0% means no effect
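Derepression screen: silenced CMV-GFP reporter in murine C127i cells, 30 h compound incubation at 37 C, washed cells imaged by laser-scanning cytometer to enumerate GFP-expressing objects of 20 to 120 um.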
CRE-bla Fsk = alters forskolin-stimulated CRE reporter signaling in CHO cells; hit rate 2.5% among 71,000; AID 662; CHO CRE-bla reporter (cAMP response element driving beta-lactamase), forskolin EC10, beta-lactamase ratio; Potency, µM (series often up to 38.2 µM), for inactives: at the highest dose activity change, negative = inhibition, usual class: activators; active = well fitted activation curve with a large enough effect in the signal ratio, with a control signal flat, not every such curve was filed as active; inconclusive = small, poorly fitted or top-dose-only effect, or effect the other way, or a change in a side signal; the % refers to the signal ratio; note: potency is the fitted concentration of half-maximal effect; % of control where 0% means no effect
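qHTS titration format; CRE-bla CHO reporter; stimulus EC10 NKH 477, a water-soluble forskolin. Read: CCF4 460/530 nm ratio. Potency expressed as AC50 for activators or inhibitors.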
Luciferase inh = firefly luciferase inhibition; P08659; purified firefly luciferase, luminescence, 8 min; Potency, µM (doses to about 57.1 µM), for the others: top-dose activity change, negative = inhibition, hits mostly inhibitors; hit rate 2.2% among 72,000; note: potency is the fitted concentration of half-maximal effect; % is set by controls: 0 for no effect and ±100 for the full control effect; nearly all actives have a fitted effect of over 40% in size
Target sequence (P08659 whole entry, looked up): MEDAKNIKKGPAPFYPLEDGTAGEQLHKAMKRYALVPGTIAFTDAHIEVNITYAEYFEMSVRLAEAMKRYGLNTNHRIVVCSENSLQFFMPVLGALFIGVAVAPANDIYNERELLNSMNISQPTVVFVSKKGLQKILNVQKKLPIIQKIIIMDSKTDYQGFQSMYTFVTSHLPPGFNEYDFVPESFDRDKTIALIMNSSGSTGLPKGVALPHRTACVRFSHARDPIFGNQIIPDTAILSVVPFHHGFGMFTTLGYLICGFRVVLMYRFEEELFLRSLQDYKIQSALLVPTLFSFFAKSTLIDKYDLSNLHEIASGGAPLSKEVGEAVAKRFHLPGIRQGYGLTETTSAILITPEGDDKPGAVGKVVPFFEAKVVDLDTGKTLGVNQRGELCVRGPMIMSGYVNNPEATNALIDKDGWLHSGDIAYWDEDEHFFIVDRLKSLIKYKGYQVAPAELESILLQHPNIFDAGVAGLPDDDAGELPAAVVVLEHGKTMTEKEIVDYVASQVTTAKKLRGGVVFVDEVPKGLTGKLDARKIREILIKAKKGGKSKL
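Substrate buffer containing 10 uM ATP (pH 7.2 imidazole, Mg2+, KCl, detergent, BSA) is dispensed, compound pinned in, then luciferase/luciferin detector mix added. After 8 min at ambient temperature, light output is measured.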
UbGFP stabilizer = inhibits proteasome, raising ubiquitin-GFP reporter fluorescence | 67,000 tested, under 10 active | Potency, µM (doses to about 45.9 µM), for the others: top-dose activation (GFP accumulation), actives largely listed as activators | Ubiquitin-GFP reporter cells, proteasome inhibition, GFP fluorescence; response scale: untreated = 0%, 10 µM MG-132 = 100% | AID 526; active = well fitted activation curve with a large enough effect, not every such curve was filed as active; inconclusive = small, poorly fitted or top-dose-only effect, or another doubt; inactive = no such curve, though single readings can be large or run the other way; note: potency is the fitted concentration of half-maximal effect
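GFP accumulation read-out: laser plate cytometry counting ubiquitin(G76V)-GFP-expressing U2OS cells after 4 hr compound exposure at 37 °C. Titrations spanned 46 uM to 2.9 nM; 0% = basal, 100% = 10 uM MG-132; concentration-response curves fitted.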
* hit, by the source's call; i = inactive; u = inconclusive; x = not tested or not shown; [ ] = dose if it differs, or a comment. Unless noted, calls come from the whole dose curve; as a rule, active = well fitted curve in the direction sought with a large enough effect; inconclusive = small, poorly fitted or top-dose-only effect, or another doubt; inactive = no such curve, though single readings can be large; an effect the other way counts as inactive or inconclusive.

SMILES | Fluorescein fluor | Texas Red fluor | HBB splice mod | A350 autofl | Hsp90 Hop PPI | ERK AVP inh | 4MU fluor | GFP derepression | CRE-bla Fsk | Luciferase inh | UbGFP stabilizer
O=C(Nc1ccc2c(c1)OCO2)c1cccs1 | u | i | -0.5% | i | -1.8% | -7.2% | i | -1.9% | 1.7% | u | 0.0%
COc1ccccc1S(=O)(=O)n1cc(Cc2ccccc2)c(N)n1 | u | i | 0.8% | u | -3.2% | -1.0% | u | 2.7% | u | 0.4% | 10.8%
CCCCOc1ccc(-c2c(C#N)c(N)nc(SCC(N)=O)c2C#N)cc1 | 1.01e-08M* | u | -5.0%[57.5 µM] | 6.08e-08M* | -7.8% | 3.2% | 7.48e-08M* | -3.8% | u | 0.8% | -5.3%
Cn1c(N)c(C(=O)COC(=O)C2(c3ccccc3F)CCCC2)c(=O)n(C)c1=O | u | i | -0.2%[57.5 µM] | i | 1.8% | -27.4% | i | -0.4% | 3.7% | 0.3% | 2.0%
CS(=O)(=O)N(CC(=O)NCc1ccco1)c1ccc(Cl)c(C(F)(F)F)c1 | x | x | -3.5% | x | -1.2% | 0.5% | x | 5.9% | 0.5% | 0.0% | -3.1%
CCCCOn1c(C)c(C(=O)OCC)c2c3no[n+]([O-])c3ccc21 | i | u | 0.5% | i | 2.8% | 20.5% | i | -1.5% | u | -1.2% | -8.6%
CCn1c(SCC(=O)N2CCCC2)nc2c(c1=O)SC(C)C2 (stereo unspecified) | x | x | -1.0% | x | -0.8% | x | x | x | u | 1.1% | -10.1%
COc1nc(Cl)nc(Cl)c1Cl (tested in a mixture with another compound) | i | i | 6.9%[9.22 µM] | i | -2.2%[11 µM] | -7.5%[11.5 µM] | i | 2.2%[9.22 µM] | -0.2%[7.6 µM] | -1.9%[11.4 µM] | 0.6%[9.17 µM]
CCOC(=O)N1CCN(CC(=O)c2ccc3c(c2)CCN3)CC1 | u | i | -0.2%[0.369 µM] | 1.68e-08M* | 1.2% | 12.6% | 1.21e-08M* | 6.7% | u | 2.3% | x
COc1cc(C2C(C(=O)Nc3ccc(F)cc3)=C(C)Nc3nc(CCCO)nn32)cc(OC)c1OC (stereo unspecified) | x | x | -1.0% | x | -2.7% | 2.2% | x | 2.3% | 4.3% | 2.0% | -9.1%
COc1ccc(-c2nnc3ccc(SCC(=O)NCC4CCCO4)nn23)cc1 (stereo unspecified) | i | u | -0.6% | i | -5.5% | -2.7% | i | -1.2% | 3.2% | 1.1% | 2.0%
O=C(Nc1nc2c(ccc3ccccc32)s1)c1ccco1 | i | i | -0.2% | u | 27.5% | 12.6µM* | u | 1.5% | u | -27.3% | -11.8%
Cc1ccc(S(=O)(=O)N2CCCC2C(=O)NC2=NCCS2)cc1 (stereo unspecified) | i | i | 0.0%[57.5 µM] | i | -1.0% | 7.4% | i | 2.8% | -7.9% | 1.4% | 0.0%
COc1ccc(OC)c(S(=O)(=O)N2CCCCCC2)c1 | u | i | x | i | -2.9% | -21.6% | i | 1.2% | 1.6% | 5.8% | -1.3%
COc1cccc(/C=c2\sc3nc(-c4cccs4)nn3c2=O)c1OC | i | i | -1.5% | 1.58e-08M* | -3.3% | 0.6% | 1.39e-08M* | 9.4% | -9.2% | 0.2% | -2.7%
[O-][n+]1onc2c1CCc1nnc(-c3ccccc3)cc1-2 | i | i | -4.5%[57.5 µM] | 2.48e-07M* | u | 19.2% | 1.98e-07M* | -2.2% | -22.1% | 2.1% | 0.0%
COC(=O)c1ccc(CSc2nnc(-c3ccncc3)n2Cc2ccccc2)o1 | i | i | -0.3%[57.5 µM] | i | -2.6% | -7.7% | i | -2.2% | 22.2% | -0.4% | -0.9%
CC1Oc2ccccc2N(CC(=O)NCCc2ccccc2)C1=O (stereo unspecified) | i | i | x | i | 0.1% | 11.0% | i | 3.6% | 0.3% | 2.1% | 1.3%
O=C(Cn1cnc2c(nnn2Cc2ccc(Cl)cc2)c1=O)NCc1ccco1 | u | i | 5.5% | u | -7.6% | -3.4% | u | 0.1% | -21.6% | 0.5% | -7.1%
Cc1cc(C(=O)COc2ncnc3sccc23)c(C)n1C1CC1 | u | i | -0.2%[57.5 µM] | u | -6.6% | 20.4% | i | 0.3% | -5.0% | -6.6% | -0.7%
Nc1c(C(=O)NCCN2CCOCC2)c2nc3ccccc3nc2n1-c1ccc2c(c1)OCO2 | u | i | 3.3%[57.5 µM] | 2.53e-08M* | 15.6% | u | 1.97e-08M* | -1.6% | 27.3% | -2.3% | -1.8%
CC(=O)CC(=O)Nc1ccc2ccccc2c1 | u | i | 3.7%[9.22 µM] | i | -6.4%[11 µM] | 11.0%[11.5 µM] | i | 2.3%[9.22 µM] | u | -1.5%[11.4 µM] | -9.9%[9.17 µM]
COC(=O)c1cc(S(=O)(=O)N2CCOCC2)c(N2CCOCC2)cc1N1CCOCC1 | u | i | x | i | x | x | i | 19.3%[20.6 µM] | x | 0.9%[25.5 µM] | x
CC(C)C(c1nnnn1Cc1ccccc1)N(Cc1ccco1)Cc1cccs1 (stereo unspecified) | u | i | -0.3%[57.5 µM] | i | 12.7% | 38.5%[activator] | i | 0.0% | -14.1% | -3.8% | -2.2%
OCCN[C@@H]1c2cc(Cl)ccc2-c2c(Cl)cc(Cl)cc21 | i | u | 0.1%[9.22 µM] | i | -13.5%[11 µM] | -2.5%[11.5 µM] | i | 0.0%[9.22 µM] | -4.1%[7.6 µM] | 3.1%[11.4 µM] | -1.5%[9.17 µM]
O=C1CC[C@H](NC(=O)c2ccccc2)C(=O)N1 | u | i | 1.1%[9.22 µM] | i | -1.9%[11 µM] | -4.9%[11.5 µM] | i | 0.0%[9.22 µM] | u | 1.0%[11.4 µM] | -6.4%[9.17 µM]
O=c1c(CCc2ccccc2)nc2cnc(N3CCOCC3)nc2n1Cc1ccc(F)cc1 | i | i | -0.7% | 4.1e-08M* | -2.7% | -15.0% | 3.17e-08M* | 0.0%[9.22 µM] | u | 0.5%[11.4 µM] | -0.7%
CCCOC(=O)C1[C@H]2C(=O)N(CC3CCCO3)C[C@]23C=C[C@H]1O3 (stereo partly specified) | i | u | 1.6%[1.84 µM] | i | 1.9% | -2.3% | i | -2.0% | 5.5% | -2.8% | 3.6%
O=C1NCCNC1(c1c[nH]c2ccccc12)C(F)(F)F (stereo unspecified) | x | x | 0.1% | x | -3.4% | 2.2% | x | 2.3% | -2.4% | 0.2% | 6.2%
O=C(Nc1ncccc1O)c1cccc(S(=O)(=O)N2CCc3ccccc32)c1 | u | i | -1.0% | i | -8.8% | -12.1% | i | 2.6% | u | 0.3% | 0.9%
CCN(CC)CCCN1C(=O)C(=O)/C(=C(/O)c2ccc(C)cc2)C1c1ccccn1 (stereo unspecified) | u | i | x | u | x | x | i | -3.7%[20.6 µM] | x | 0.9%[25.5 µM] | x
CC(Sc1sc(=S)sc1SC(C)C(=O)O)C(=O)O (stereo unspecified) | i | i | 1.3% | i | 0.5% | -11.4% | i | -2.2% | -5.4% | -2.2% | 5.4%
CCC1(C(=O)OC)NC(c2ccccc2OC)C2C(=O)N(C)C(=O)C21 (stereo unspecified) | i | i | -0.3%[57.5 µM] | i | -1.1% | -8.8% | i | 1.0% | -4.0% | 1.0% | 0.0%
Cn1c(=O)c(-c2ccccc2)nc2cnc(Oc3ccccc3)nc21 | i | i | 0.1% | u | 7.4% | 21.1% | u | 2.2%[9.22 µM] | -2.2% | 1.2%[11.4 µM] | 6.0%
COc1ccc(C2C(C(=O)c3sc(C)nc3C)=C(O)C(=O)N2CCN(C)C)cc1 (stereo unspecified) | u | u | -0.3%[0.369 µM] | u | -2.5% | 6.5% | u | -3.3% | 5.6% | 2.2% | -2.6%
CCCn1c(C)nc2c(NCCN3CCOCC3)nc(C)nc21 | x | x | 1.5% | x | -0.1% | 13.3% | x | x | 4.9% | x | 0.3%
CCN(CC)CCN1C(=O)C(O)=C(C(C)=O)C1c1ccc(OC)c(OC)c1 (stereo unspecified) | i | i | x | 1.04e-07M* | x | x | 8.18e-08M* | -3.7%[20.6 µM] | x | 1.8%[25.5 µM] | x
CCOc1ccc(NC(=O)CSc2nnc(-c3ccncc3)n2CC2CCCO2)cc1 (stereo unspecified) | i | i | x | i | -0.2% | 5.7% | i | 0.0% | 1.4% | -1.8% | -3.1%

Not all compounds are listed, so the mix of outcomes need not match the whole.
